# High-throughput results: PubChem BioAssay, several laboratories
# GPR55 antagonists: inhibition of LPI-stimulated GPR55 beta-arrestin translocation – imaging, U2OS, beta-arrestin-GFP, LPI agonist, primary screen (AID 2013); one-dose inhibition, % at 10 µM; IC50 in µM for titrated hits; U2OS GPR55 beta-arrestin-GFP translocation imaging, LPI antagonism; higher % means a stronger effect; 290,000 tested, 0.13% active;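 active means spots per cell inhibited over 60%, with over 100 cells counted and total cytoplasm intensity under 500,000; inconclusive means wells with under 100 cells, flagged as likely toxic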;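 further: U2OS cells stably carrying GPR55 and arrestin-GFP stimulated by 5 µM LPI near EC80; imaged beta-arrestin-GFP aggregate spots per cell after agonist stimulation; plate controls were LPI-stimulated DMSO wells for no effect and DMSO wells without LPI for full effect; some results filed as inactive read as strong as hits; confirmed hits need IC50 under 10 µM and bright autofluorescent wells are also inconclusive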
# GPR55 activation: selective activators of receptor GPR55 – imaging, U2OS cells, beta-arrestin-GFP redistribution, primary screen (AID 1961); U2OS GPR55 beta-arrestin-GFP redistribution imaging; higher % means a stronger effect; one-dose activation, % at 10 µM; EC50 in µM for titrated hits; 290,000 tested, 0.048% active;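 active means activation above 40% with more than 50 cells counted in the well; inconclusive means wells holding fewer than 50 cells, flagged as toxic or sparse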;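 further: U2OS osteosarcoma cells stably expressing GPR55 and beta-arrestin-GFP; plate controls were DMSO negative control for no effect and LPI positive control for full effect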
# MgcRacGAP inhibition: MgcRacGAP GTPase-activating activity inhibitors, confirmation, biochemical, ADP Hunter fluorescence; MgcRacGAP-stimulated Rac1 GTP hydrolysis, ADP Hunter fluorescence; higher % means a stronger effect; GST-tagged Rac1 F28L mutant substrate; 340,000 tested, 0.6% active; inhibition, % at 30 µM, or IC50 in µM where a hit was titrated;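 active means first-screen hits whose inhibition reached a set limit at any dose in the follow-up dose series; inconclusive means inhibition above the set first-screen limit but never retested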;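 further: fluorescence reports GDP produced by GAP-driven GTP hydrolysis; strong numbers were not always called active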
# SV40 large T antigen: TAg ATPase/helicase activity blockers – biochemical (AID 1903). SV40 large T antigen ATPase/helicase inhibition assay; higher % means a stronger effect. 310,000 tested, 0.39% active. inhibition, % at 20 µM, or IC50 in µM where a hit was titrated; in the data active means a potency from the dose series; inconclusive means inhibition mostly from about 32% at the one dose, without a potency; inactive means the rest, 99 in 100 with inhibition below about 32%; further: strong numbers were not always called active
# AID2073: inhibitors of Mint1-CaV2.2 protein interaction, biochemical, HTRF (AID 2073). inhibition, % at 20 µM; hits with a dose series show IC50 in µM. 290,000 tested, 0.19% active. HTRF protein-protein interaction, Mint1-CaV2.2; higher % means a stronger effect; in the data active means inhibition mostly above about 51%, no sharp cut-off; inconclusive means no clear call, values can overlap the other calls; inactive means mostly below about 53%; further: some results filed as inactive read as strong as hits
# Dengue-2 NS5 capping: flavivirus cap methylation enzyme inhibition – biochemical, confirmation dose response, primary screen (AID 588689) | inhibition, % at 25 µM, or IC50 in µM where a hit was titrated | Dengue-2 NS5 methyltransferase capping enzyme assay, biochemical; higher % means a stronger effect | 340,000 tested, 0.3% active; in the data active means a potency from the dose series; inconclusive means inhibition above about 29% without an active follow-up result
# Yfh1-depleted yeast: enhancers of respiration in Yfh1-depleted yeast, dose response, Friedreich's ataxia, plus single-dose screen (AID 1465). S. cerevisiae Yfh1-off respiration, WST-1 reduction, 72 h; higher fold induction means a stronger effect. 220,000 tested, 0.074% active. fold induction at 50 µM, or EC50 in µM where a hit was titrated;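 active means fold induction of absorbance versus untreated yeast above a set limit, then at least 30% activation at any dose in follow-up; inconclusive means repeats straddling the limit, or above it without dose testing; inactive means fold induction below the set limit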;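 further: activators that raise dye reduction in frataxin-depleted yeast; strong numbers were not always called active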
# NTR1 agonist: agonists of NTR1, primary screen, imaging, U2OS cells, beta-arrestin-GFP, high content (AID 493036) | P30989 | NTR1-U2OS beta-arrestin-GFP spot imaging, agonist mode | activation, % at 20 µM | 330,000 tested, 0.17% active;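 active means activation at or above 40% of the spot to cytoplasm intensity ratio, with at least 20 cells analyzed; inconclusive means wells under 20 cells, flagged as cytotoxic or low count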;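 further: 0% = DMSO without peptide and 100% = 100 nM NTR1 peptide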
# Target sequence (P30989 whole entry, looked up): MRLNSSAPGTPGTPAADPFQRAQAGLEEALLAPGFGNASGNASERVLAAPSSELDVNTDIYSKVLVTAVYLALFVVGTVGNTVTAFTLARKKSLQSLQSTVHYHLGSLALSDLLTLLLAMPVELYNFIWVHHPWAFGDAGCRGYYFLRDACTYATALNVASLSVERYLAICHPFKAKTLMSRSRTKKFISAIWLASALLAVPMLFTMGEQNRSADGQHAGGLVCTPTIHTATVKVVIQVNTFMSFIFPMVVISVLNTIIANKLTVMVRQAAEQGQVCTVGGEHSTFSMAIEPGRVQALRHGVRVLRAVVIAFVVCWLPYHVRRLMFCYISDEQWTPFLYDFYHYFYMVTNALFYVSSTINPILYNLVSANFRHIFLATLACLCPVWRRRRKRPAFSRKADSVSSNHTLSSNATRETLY
# GPR35 arrestin U2OS: GPR35 antagonists blocking zaprinast-driven arrestin recruitment, primary screen, imaging, U2OS, beta-arrestin-GFP, zaprinast agonist (AID 2058); U2OS GPR35 beta-arrestin-GFP translocation imaging, zaprinast antagonism; higher % means a stronger effect; inhibition, % at 10 µM, or IC50 in µM where a hit was titrated; 290,000 tested, 0.052% active;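 active means inhibition of at least 50% with at least 30 cells and total cytoplasm GFP at most 10,000,000; inconclusive means under 30 cells or total GFP of 10,000,000 plus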
# NTR1 agonist cell count 20 µM: also measured in NTR1 agonist; calls as there; cell count; measured here: cell count, cytotoxicity flag
# An asterisk follows results filed as active; i = inactive; ? = inconclusive; . = not tested or not shown.
No.	mol	GPR55 antagonists	GPR55 activation	MgcRacGAP inhibition	SV40 large T antigen	AID2073	Dengue-2 NS5 capping	Yfh1-depleted yeast	NTR1 agonist	NTR1 agonist cell count 20 µM	GPR35 arrestin U2OS
1	Cc1c(CC(=O)N[C@@H](C)C(=O)O)c(=O)oc2cc3oc4c(c3cc12)CCCC4	-2%	-0.1%	6%	12%	27%	3%	.	0.1	89	19%
2	Cc1ccc(S(=O)(=O)N2CCOCC2)cc1C(=O)N1CCC(Cc2ccccc2)CC1	8%	-0.4%	8%	14%	7%	2%	.	2.7	46	-1%
3	O=C1c2ccccc2C(=O)N1CCc1c[nH]c2ccccc12	10%	0.1%	3%	15%	-9%	-4%	i	3.1	56	8%
4	CCCc1cc(=O)[nH]c(SCC(=O)c2ccc3c(c2)OCCO3)n1	3%	0.2%	7%	2%	-11%	1%	i	1.8	66	-5%
5	CC(C)n1cnc2c(NCc3ccccc3)nc(NCc3ccccc3)nc21	1%	-0.1%	7%	2%	4%	2%	i	7.8	58	-9%
6	COc1ccc(N=Nc2cc(C)ccc2O)cc1	10%	-0.1%	12%	9%	4%	-2%	i	8.1	60	11%
7	COc1ccc(/C=C2\SC(=S)N(CCCC(=O)Nc3ccccn3)C2=O)cc1OC	2%	0.5%	1%	10%	-4%	?	i	2.5	38	.
8	COc1cc(OC)nc(Oc2ccc(NC(C)=O)cc2)n1	-6%	-0.2%	13%	13%	4%	-8%	i	-1.1	100	16%
9	Cc1cc(C(=O)CSc2nc3ccccc3c(=O)[nH]2)c(C)n1C	2%	-0.1%	22%	15%	-25%	15%	i	1.3	97	-18%
10	COc1ccccc1/C=C/CN1CCOCC1	9%	-0.2%	11%	11%	4%	-3%	i	0.2	61	-1%
11	CCOc1ccccc1NC(=O)CSc1nnc2ccc(-c3ccncc3)nn12	-1%	0.1%	8%	11%	1%	-3%	i	-0.5	52	-3%
12	COc1cc(-c2nnc(SCc3cc(=O)oc4cc(C)ccc34)o2)cc(OC)c1OC	10%	0.3%	2%	0%	1%	1%	i	2.9	103	13%
13	O=C(NCc1nc2ccccc2[nH]1)c1cccs1	11%	-0.1%	0%	6%	7%	-1%	i	1.2	95	-2%
14	CC1CCN(S(=O)(=O)c2cn(CC(=O)Nc3cccc(C#N)c3)cn2)CC1	6%	-0.2%	-8%	6%	4%	-4%	.	0.7	65	1%
15	CC(C)C(=O)Nc1ccc(NC(=O)c2cccc(F)c2)cn1	-8%	-0.3%	8%	4%	-2%	-2%	i	-0.9	34	-17%
16	O=C(Nc1ccc(S(=O)(=O)NCc2cccnc2)cc1)c1ccccc1Cl	0%	-0.1%	8%	12%	0%	-4%	i	-2.0	59	12%
17	Cc1ccc(C)c(-n2cc(CNCCc3cnccn3)c(-c3ccccc3)n2)c1	5%	-0.3%	12%	12%	-1%	1%	i	5.0	51	2%
18	Cc1ccc(-c2nnn(CC(=O)N(CC(=O)NC3CCCCC3)c3cccc(F)c3)n2)o1	-8%	-0.1%	5%	.	14%	-7%	.	0.6	46	3%
19	Cc1ccc(C)c(C(=O)NCc2ccncc2)c1	11%	?	5%	20%	-5%	1%	i	-1.3	68	4%
20	O=C(c1scc2c1CCCC2)N1CCOCC1	26%	-0.1%	5%	3%	-3%	-1%	i	-2.3	51	-8%
21	Cc1cc(C)c(S(=O)(=O)N2CCCOC2CNC(=O)C(=O)NCc2cccnc2)c(C)c1 (stereo unspecified)	9%	-0.4%	11%	6%	-6%	2%	i	-1.4	101	6%
22	O=C(CN1CCCCCCC1)Nc1cc(Cl)cc(Cl)c1	19%	-0.2%	-33%	-3%	-11%	-6%	i	7.8	37	-7%
23	Cc1ccc(S(=O)(=O)Nc2nonc2C)cc1	29%	0.0%	4%	3%	7%	-5%	.	1.0	83	4%
24	CN(C)c1ccc2nc3c(=O)[nH]c(=O)nc-3n(CC(O)C(O)C(O)CO)c2c1 (stereo unspecified)	-2%	-0.1%	19%	8%	8%	?	.	-0.7	86	15%
25	Cc1ccc(-c2ccc(CCC(=O)O)n2NC(=O)c2ccco2)cc1	8%	-0.2%	12%	2%	7%	1%	i	1.6	48	-3%
26	COc1ccc(OC)c(CNC(=O)CCc2nc(-c3cccs3)no2)c1	5%	0.4%	7%	22%	-20%	0%	.	7.7	44	5%
27	CC1CCCCC1NC(=O)C1CCC(CNS(=O)(=O)c2ccccc2)CC1 (stereo unspecified)	7%	-0.1%	.	7%	9%	-1%	.	0.4	73	-8%
28	CC(C)CNC(=O)CN1C(=O)NC2(CCCc3ccccc32)C1=O (stereo unspecified)	6%	-0.2%	3%	9%	0%	-5%	.	-2.0	61	-3%
29	O=C(c1cc2nc(-c3ccccc3)cc(C(F)(F)F)n2n1)N1CCOCC1	-8%	0.5%	1%	17%	9%	1%	i	-1.7	64	5%
30	CC(=O)Nc1nc2c(c3c1c(=O)oc1ccccc13)CC(C)CC2 (stereo unspecified)	-11%	-0.2%	.	8%	4%	.	i	.	.	-5%
31	COC(=O)c1cc(Br)c(=O)n(Cc2ccc3c(c2)OCO3)c1	-6%	-0.1%	3%	3%	15%	1%	i	0.8	41	9%
32	Cc1cc(C)nc(Nc2ccc(Br)cc2C(=O)O)n1	12%	0.0%	16%	18%	25%	10%	.	1.0	56	15%
33	Cc1cc(=O)n2[nH]c(-c3ccccc3Cl)cc2n1	-7%	0.0%	8%	5%	9%	.	i	-0.8	52	-18%
34	COc1ccc(NC(=O)CSc2nc(N)c(C(=O)Nc3ccc(N(C)C)cc3)s2)cc1	5%	0.2%	16%	35%	-18%	-16%	i	-0.1	57	-8%
35	COc1ccc(CNC(=O)C(=O)NCC2OCCN2S(=O)(=O)c2ccc(F)cc2)cc1 (stereo unspecified)	6%	0.2%	2%	5%	16%	4%	.	-0.7	56	-6%
36	Cc1ccc(Sc2nnc(Cc3ccccc3)c3ccccc23)cc1	13%	1.1%	2%	19%	17%	-8%	i	9.0	82	18%
37	CC(Nc1ccc2c(c1)OCCO2)C(=O)Nc1ccc2c(c1)OCO2 (stereo unspecified)	18%	-0.4%	18%	30%	-21%	-1%	i	1.4	50	1%
38	O=C(c1cc2cc(Br)ccc2o1)N1CCOCC1	-2%	0.6%	2%	14%	3%	1%	i	1.8	88	2%
39	COC(=O)C1Cc2c([nH]c3ccccc23)C2(CCN(Cc3ccccc3)CC2)N1 (stereo unspecified)	23%	0.0%	11%	13%	-7%	-3%	.	5.0	80	2%
40	CC(C)CN(CCNC(=O)CN1C(=O)CSc2ccc(S(=O)(=O)N3CCOCC3)cc21)CC(C)C	9%	-0.3%	4%	10%	1%	-7%	i	0.9	43	3%
41	O=C(O)CC/C(=N\Nc1ccccc1[N+](=O)[O-])c1cccs1	1%	-0.1%	3%	9%	3%	22%	.	-1.1	40	-3%
42	CCn1c(C)cc(/C=C2/SC(=S)NC2=O)c1C	9%	-0.3%	8%	36%	-3%	-38%	i	-1.3	58	-6%
43	CN(C)/C=C/C(=O)c1ncc(C(F)(F)F)cc1Cl	5%	-0.3%	5%	4%	4%	4%	i	1.0	68	17%
44	Cc1cc(Sc2nnc(/N=C/N(C)C)s2)c2ccccc2n1	0%	0.1%	.	7%	14%	.	i	2.8	48	-5%
45	O=C1CC2(CCCC2)Oc2ccc(F)cc21	.	.	7%	7%	.	3%	i	2.5	80	.
46	CC(=O)c1c(N)[nH]c(-c2ccccc2)nc1=S	-4%	-0.1%	4%	7%	-25%	-8%	i	0.0	44	-10%
47	CCC(C)NC(=O)c1ccccc1-c1ccccc1C(=O)NC(C)CC (stereo unspecified)	-5%	0.0%	8%	6%	-5%	-10%	i	0.6	48	4%
48	CCC(=O)Nc1cc(=O)[nH]c2nc(-c3ccc(Cl)cc3)nn12	-19%	-0.1%	12%	14%	-6%	-7%	i	-0.9	68	2%
49	CC(C)(CS(=O)(=O)[O-])NC(=O)CC[N+](C)(C)CCO	17%	-0.1%	-12%	28%	-5%	3%	i	-1.2	55	-1%
50	CNS(=O)(=O)c1ccc(NC(=O)C(CCSC)NC(N)=O)cc1 (stereo unspecified)	9%	-0.1%	8%	14%	7%	-5%	i	0.4	71	9%

# Later entries
No.	mol	GPR55 antagonists	GPR55 activation	MgcRacGAP inhibition	SV40 large T antigen	AID2073	Dengue-2 NS5 capping	Yfh1-depleted yeast	NTR1 agonist	NTR1 agonist cell count 20 µM	GPR35 arrestin U2OS
51	Cc1ccc(Cn2nnc3c(=O)[nH]c(C4CCN(S(=O)(=O)c5ccc(S(=O)(=O)NC6CC6)cc5)CC4)nc32)cc1	2%	-0.2%	3%	-1%	4%	-8%	.	6.9	57	7%
52	Cc1ccc(CN2C(=O)CSC2c2ccc(F)cc2)cc1 (stereo unspecified)	-2%	-0.1%	.	6%	0%	-6%	.	-0.8	93	1%
53	COC(=O)c1ccc(/C=C/c2c(-c3ccsc3)oc3ccc(N4CCOCC4)cc23)cc1	-18%	-0.3%	1%	11%	39%	0%	.	-1.2	81	-9%
54	COc1cc2sc3ccc(C#Cc4ccc(N)cc4)cc3c(=O)c2cc1OC	.	.	-3%	5%	.	-13%	i	-0.9	91	.
55	CC(NC(=O)Nc1ccc(Cl)cc1)c1ccc2c(c1)OCO2 (stereo unspecified)	6%	-0.1%	3%	23%	10%	-6%	.	0.6	67	-7%
56	N/C(=N\N=C\c1ccco1)SC1CC(=O)N(c2ccccc2)C1=O (stereo unspecified)	-5%	-0.1%	5%	1%	-4%	-11%	i	1.5	65	13%
57	O=C(Nc1cccc2ccccc12)OC1C=CS(=O)(=O)C1 (stereo unspecified)	-2%	0.0%	0%	-2%	-9%	-4%	i	-2.6	87	-6%
58	O=C(NC1CCN(c2ncccn2)CC1)c1c(F)cccc1F	8%	0.4%	7%	8%	23%	0%	.	-1.4	92	18%
59	CC(=O)Nc1ccc(Nc2ncnc(N)c2[N+](=O)[O-])cc1	-7%	-0.1%	4%	-6%	-5%	-3%	i	0.0	49	9%
60	O=C(O)/C=C/C(=O)NCc1cn(-c2ccccc2)nc1-c1cccc(Br)c1	-6%	-0.3%	4%	7%	19%	-5%	i	0.1	34	-8%
